Casp6 inh: inhibitors of human caspase-6 | purified caspase-6, Z-VEID-R110 cleavage fluorescence | P55212 | inhibition, % at 12.5 µM | 350,000 tested, 0.53% active | AID 686996;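 active means mean inhibition across replicates at least about 35%, with every replicate also reaching that limit, limit read from the data; inconclusive means only one of the two criteria met; inactive means neither criterion met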;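 further: 0% = median of neutral control wells and 100% = no fluorescence left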
Target sequence (P55212 24-179 limits assumed): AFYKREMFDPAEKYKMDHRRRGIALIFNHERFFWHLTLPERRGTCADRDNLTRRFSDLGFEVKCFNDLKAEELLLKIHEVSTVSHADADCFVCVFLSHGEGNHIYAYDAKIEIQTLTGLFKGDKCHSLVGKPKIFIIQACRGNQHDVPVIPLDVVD
Target sequence (P55212 194-293 limits assumed): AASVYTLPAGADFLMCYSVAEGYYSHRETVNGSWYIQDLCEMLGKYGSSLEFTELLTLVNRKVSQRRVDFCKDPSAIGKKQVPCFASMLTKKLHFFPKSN
GSIS activator: primary screen for activators of insulin secretion dependent on glucose, INS-1E cells, GLuc reporter luminescence; 370,000 tested, 0.61% active; INS-1E GLuc reporter insulin secretion, 2-3 h; AID 743287; activation, % at 16.6 µM;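 active means lowest replicate activation of at least 40%, so every replicate reaches that level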;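 further: 0% = median of neutral control wells and 100% = median of IBMX positive control wells; some compounds called inactive have numbers as strong as hits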
RAD54 inh: RAD54 (human) branch migration inhibition; Q92698; 360,000 tested, 0.14% active; RAD54 Holliday junction branch migration, FAM/BHQ fluorescence; inhibition, % at 10.4 µM;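 active means mean normalized replicate activity at least 40 and at least half of replicates scoring 40 or more; inconclusive means only one of the two criteria met; inactive means mean below 40 and under half of replicates reaching 40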;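 further: 0% = median of neutral control wells and 100% = median of positive control wells; inhibitors cause a drop in the FAM fluorescence signal; in these data hits start at about 50%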
Target sequence (Q92698 whole entry, looked up): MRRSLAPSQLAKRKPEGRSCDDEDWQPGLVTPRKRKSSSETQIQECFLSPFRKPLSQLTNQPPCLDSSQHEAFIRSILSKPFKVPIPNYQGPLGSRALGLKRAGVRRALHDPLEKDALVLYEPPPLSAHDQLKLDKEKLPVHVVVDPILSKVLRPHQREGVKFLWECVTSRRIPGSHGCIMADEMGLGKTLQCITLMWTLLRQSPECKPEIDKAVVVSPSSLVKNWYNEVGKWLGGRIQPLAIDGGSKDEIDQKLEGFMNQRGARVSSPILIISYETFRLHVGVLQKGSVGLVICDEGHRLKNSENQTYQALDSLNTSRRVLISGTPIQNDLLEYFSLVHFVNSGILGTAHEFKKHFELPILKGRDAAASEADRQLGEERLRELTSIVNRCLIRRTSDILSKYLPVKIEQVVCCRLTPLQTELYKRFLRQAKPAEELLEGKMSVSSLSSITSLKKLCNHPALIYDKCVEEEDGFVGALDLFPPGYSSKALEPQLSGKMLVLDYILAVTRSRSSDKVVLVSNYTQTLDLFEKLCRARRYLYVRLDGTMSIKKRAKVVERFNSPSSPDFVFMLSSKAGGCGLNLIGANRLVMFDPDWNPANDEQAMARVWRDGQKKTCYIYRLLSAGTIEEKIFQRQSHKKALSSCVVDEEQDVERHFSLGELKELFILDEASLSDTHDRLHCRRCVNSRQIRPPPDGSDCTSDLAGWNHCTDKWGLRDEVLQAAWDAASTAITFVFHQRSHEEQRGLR
RAD52 inh: inhibitors of human RAD52 DNA annealing. P43351. AID 651710. inhibition, % at 18.7 µM. recombinant RAD52 DNA annealing, FRET fluorescence. 360,000 tested, 0.46% active;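 active means every replicate showing at least 50% inhibition; inconclusive means mean inhibition at least 50% but not in every replicate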
CFTR F508del cor: correctors of CFTR F508del function in bronchial epithelial cells; CFBE cells, YFP halide quenching; stimulated with forskolin plus potentiator P3; % fluorescence drop versus neutral controls; activity (quench increase), % at 7.58 µM; 350,000 tested, 0.36% active; AID 720511;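 active means mean added fluorescence quench of at least 8% versus neutral control, with both replicates also reaching 8%; inconclusive means only one of the mean or replicate conditions met; inactive means mean below 8% and not both replicates reaching 8%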;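 further: cells transiently co-express mutant CFTR-F508del with the halide-sensitive YFP; corrector assay measuring rescue of mutant channel to the surface after 24 h compound exposure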
E-sel inducer: E-selectin induction on HUVECs | activation, % at 7.58 µM | 260,000 tested, 0.37% active | AID 686992 | HUVEC E-selectin immunofluorescence imaging; normalized: neutral wells 0, TNF-alpha wells 100 | P16581;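 active means mean E-selectin-positive cell signal at least 10% of the positive control, reached in at least 60% of replicates, without over 20% cell loss; inconclusive means no rule given, readout overlaps actives, possibly toxicity-flagged; inactive means the rest, including those meeting only one limit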;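 further: in these data hits start at about 27%; measured in HUVEC primary endothelial cells; signal is the percent of cells scored E-selectin positive by PE staining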
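System: HUVEC / Compound: single concentration / Signal: immunofluorescence imaging / Read-out: percent E-selectin-positive cells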
DENV2 CPE: protects cells from dengue virus 2 cytopathic effect; DENV2-infected cells, cytopathic effect rescue, plate reader; CPE inhibition, % at 9.99 µM; 350,000 tested, 1.7% active; in the data active means CPE inhibition above about 20%, passing the limit was not always enough; inconclusive means no clear call, values can overlap the other calls; tested in BHK-21 cells;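 further: 0% = median of neutral control wells and 100% = median of positive control wells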
Xi reactivation: activators of X-chromosome reactivation in mouse fibroblasts | AID 743238 | activation, % at 7.58 µM | 360,000 tested, 0.055% active | XiGFP mouse fibroblasts, % GFP-positive cells imaging, 3 d; cells co-treated with 5-aza-dC sensitizer; scaled so ellipticine positive control = 100%;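 active means mean normalized replicate activation at least 10% and every replicate at or above 10%; inconclusive means only one of the two criteria met; inactive means mean below 10% and not all replicates reach 10%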;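 further: 0% = median of on-plate neutral control wells and 100% = ellipticine 6 µM median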
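Material: XiGFP fibroblasts, SV40-immortalized; Buffer or medium: DMEM containing 5-aza-dC; Compound dosing: single point; Times: 3 days compound exposure.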
Active calls of the source: *; ? = inconclusive; . = no result given. Outcome played no part in choosing rows; overall some 3.7% were active at least once.

Order of values: Casp6 inh	GSIS activator	RAD54 inh	RAD52 inh	CFTR F508del cor	E-sel inducer	DENV2 CPE	Xi reactivation
- O=C(Cc1ccc(Cl)cc1)Nc1ccc(S(=O)(=O)Nc2ncccn2)cc1
    1	5	3	-32	-0.9	3.8	0	0.0
- C[C@@H]1CN([C@H](C)CO)C(=O)c2cc(NS(=O)(=O)c3cccs3)ccc2O[C@@H]1CN(C)Cc1ccncc1
    -1	18	1	-2	-1.0	-1.8	0	0.2
- CC(=O)N(C)C[C@@H]1Oc2ncc(-c3cccc(C#N)c3)cc2C(=O)N([C@@H](C)CO)C[C@H]1C
    1	24	-13	-5	.	-0.3	-2	-0.4
- C[C@@H]1CN([C@@H](C)CO)C(=O)Cc2cc(NC(=O)CCN3CCOCC3)ccc2O[C@H]1CN(C)S(=O)(=O)c1ccc(F)cc1
    0	32	-7	24	-0.4	0.6	-1	0.3
- CCOc1ccc(S(=O)(=O)Nc2ccc(C(=O)NNC(=O)c3ccncc3)cc2)cc1
    1	-1	.	-8	0.3	-0.6	7	0.2
- COC(=O)C(Cc1ccccc1)NC(=S)NC(=O)c1ccccc1 (configuration not stated)
    9	-18	-9	-16	0.6	3.3	2	0.1
- COc1ccc(S(=O)(=O)N(C)C[C@H]2Oc3c(NC(=O)C4CC4)cccc3C(=O)N([C@H](C)CO)C[C@H]2C)cc1
    -5	15	-6	-1	0.3	-0.3	6	0.1
- COc1ccc(OC)c(/C=C/C(=O)N(C)CC(=O)Nc2ccc(N3CCOCC3)cc2)c1
    -1	-12	1	-16	0.3	-0.3	-11	0.1
- C[C@@H]1CN([C@@H](C)CO)C(=O)Cc2cc(NC(=O)Nc3cccc4ccccc34)ccc2O[C@@H]1CN(C)CC1CC1
    1	0	-8	17	1.0	-0.1	-1	-1.3
- O=C(c1ccco1)N1CCN(C(=O)c2ccc(CS(=O)c3ccc(F)cc3)o2)CC1 (configuration not stated)
    0	-4	-2	-8	0.1	.	-6	0.0
- O=C(N/N=C/c1ccc2c(c1)OCO2)c1ccc(NC(=O)c2ccc(F)cc2)cc1
    -2	7	7	-7	2.2	.	0	0.2
- CC(=O)Nc1cccc(-c2ccnc3c2CC(C(=O)Nc2ccc4c(c2)OCO4)O3)c1 (configuration not stated)
    3	1	-3	-9	7.0	1.2	-1	1.1
- Cc1nc(C(=O)NCCC(C)C)sc1C1(C)CC(c2ccccc2)=NO1 (configuration not stated)
    4	-13	-3	-15	2.3	0.0	-15	-0.7
- CO[C@H]1CN(C)C(=O)c2ccc(NC(=O)Cc3ccccc3)cc2OC[C@@H](C)N(C(=O)c2ccccc2F)C[C@H]1C
    .	-33	-2	1	-1.3	-0.2	-2	0.0
- Cc1cc(N2CCOCC2)nc2cc(O)ccc12
    0	.	-4	1	-1.9	0.4	4	0.0
- CC(C)CCNCC(O)CON=C1c2ccccc2-c2ccccc21 (configuration not stated)
    -2	9	.	66*	-4.8	0.0	.	-0.1
- Cc1ccsc1/C=N/NC(=O)CNC(=O)c1cccc([N+](=O)[O-])c1C
    -3	1	-3	-19	-0.3	0.7	-4	0.4
- O=C(C[C@H]1CC[C@H](NC(=O)c2ccc3c(c2)OCO3)[C@H](CO)O1)NCc1ccc(Cl)cc1
    -2	-8	-1	0	2.7	-0.5	-7	0.1
- CN1C[C@@H]2C(c3ccc(Cl)nc3)C3(c4cccnc4)CC2(C3)[C@H]1c1ccccc1 (some centres not stated)
    -9	2	0	-25	-5.6	0.0	-3	0.0
- CC(OC(=O)c1cc(=O)c2cc(Cl)ccc2o1)C(=O)N1CCCC1 (configuration not stated)
    2	41	5	-1	0.8	0.1	-6	-0.1
- C=CCn1c(-c2ccc(N)cc2)nc2ccccc21
    1	19	7	-25	5.7	.	0	0.2
- CCc1ccc(NS(=O)(=O)c2ccc3[nH]c(=O)[nH]c3c2)cc1
    -4	13	5	-2	1.1	-0.4	3	0.0
- Oc1ccc(C2C(c3ccccc3)=NN=C(c3ccc(Cl)cc3)N2O)c(O)c1 (configuration not stated)
    0	-6	.	-29	.	.	0	0.0
- Cc1c(N(C(=O)Cc2cccs2)C2(C(=O)NC3CCCC3)CCCCC2)c(=O)n(-c2ccccc2)n1C
    -5	0	3	-22	1.0	2.6	4	0.2
- CCOc1ccccc1NC(=O)C1CCN(C(=O)C2CC(=O)N(c3ccc(C)cc3)C2)CC1 (configuration not stated)
    -3	-1	-5	-8	-1.6	.	?	0.0
- CCCCSC1=C(C#N)C(c2ccccc2C)CC(=O)N1 (configuration not stated)
    1	9	-11	-8	2.1	0.0	-3	-0.1
- O=C(O)c1ccccc1C(=O)c1ccc2c(c1)CCC2
    .	7	-3	-8	-3.8	-0.2	-5	0.2
- COc1cc(C(CC(=O)Nc2ccc(Cl)cn2)N2Cc3ccccc3C2=O)cc(OC)c1OC (configuration not stated)
    0	-40	-4	-3	-0.7	.	0	0.0
- C=CCC1NS(=O)(=O)OC(COC)C1C (configuration not stated)
    -2	7	-3	-4	0.1	.	46*	0.0
- CC(C)CNC(=O)CSc1nc2nn(-c3ccccc3)c(=O)c-2c2n1CCCCC2
    1	-8	.	-2	-0.1	0.4	1	-0.2
- C[C@H]1CN([C@@H](C)CO)S(=O)(=O)c2ccc(-c3cccnc3)cc2O[C@@H]1CN(C)C
    -1	29	-15	6	2.0	0.3	1	0.2
- O=C(NCC1CCCO1)c1cccc(C(=O)NCC2CCCO2)c1 (configuration not stated)
    -3	4	4	-5	-1.9	1.1	9	0.1
- CC(=O)NC(Cc1ccc(F)c(F)c1)C(=O)NC1CCN(c2nnnn2-c2ccccc2)CC1 (configuration not stated)
    5	2	.	-8	-2.4	1.4	7	-0.3
- CCN(CC(=O)Nc1c(F)cccc1F)C(=O)c1c(-c2ccccc2Cl)noc1C
    -2	-14	.	-20	-1.8	0.2	3	0.0
- CC(=O)OCC(=O)NCC(=O)c1c[nH]c2ccccc12
    .	-9	-9	.	0.5	0.0	.	0.3
- COCC(=O)N[C@@H]1C=C[C@@H](CC(=O)NCc2ccc(Cl)cc2)O[C@@H]1CO
    1	9	-2	-1	1.1	-0.2	6	-0.2
- N#C[C@H]1[C@@H](c2ccc(C3=CCCCC3)cc2)[C@@H](CO)N1C(=O)C1CCOCC1
    4	-2	6	-8	-2.4	-0.3	-7	0.1
- COc1ccc(CCNC(=O)C(F)(F)F)cc1S(N)(=O)=O
    -7	-6	.	7	-0.2	0.0	-4	-0.1
- O=[N+]([O-])c1ccc(Cl)c(CN2CCN(c3ncc(Cc4ccccc4)cn3)CC2)c1
    -4	-1	.	8	-2.3	6.4	-1	0.0
- COc1cccc(-c2cc(NC=O)c3ncc(-c4cc(OC)c(OC)c(OC)c4)n3c2)c1
    1	3	-8	-20	0.9	-0.2	-4	1.9
- O=C(C[C@@H]1C=C[C@H](NC(=O)c2ccncc2)[C@H](CO)O1)NCc1ccncn1
    -1	10	.	-3	3.8	0.2	-2	-0.3
- O=C(O)c1cccc(S(=O)(=O)Nc2ccc3[nH]c(=O)[nH]c3c2)c1
    8	10	-6	-13	2.7	.	19	0.0
- COc1ccc(OCC(=O)NNC(=O)c2cc3ccccc3o2)cc1
    0	-1	2	-1	-1.9	.	-13	-0.1
- COc1ccc(C(CNC(=O)C(CCSC)NC(=O)c2ccccc2Cl)N2CCCC2)cc1 (configuration not stated)
    25	14	0	-101	-0.2	-0.6	-7	0.0
- O=C(O)CC(c1ccccc1F)N1Cc2ccccc2C1=O (configuration not stated)
    0	6	4	-5	1.8	0.6	-2	0.0
- O=C(Nc1c2c(nn1-c1ccc(F)cc1)CS(=O)(=O)C2)c1ccc(S(=O)(=O)N2CCOCC2)cc1
    -1	-13	.	0	-1.6	-0.7	-3	-0.1
- C[C@@H]1CN([C@H](C)CO)C(=O)Cc2cc(NS(=O)(=O)c3ccccc3)ccc2O[C@H]1CN(C)C(=O)Nc1ccc2c(c1)OCO2
    .	-8	.	.	-2.8	0.2	.	0.0
- COc1ccc(-n2nc3c(c2NC(=O)C(C)Oc2ccccc2)CS(=O)(=O)C3)cc1 (configuration not stated)
    -2	5	7	4	-2.2	.	-5	0.0
- N#CC1(NC(=O)COC(=O)CN2C(=O)c3ccccc3C2=O)CCCCC1
    6	-1	7	-10	-2.7	1.3	6	-0.1
- CCN1C(=O)N[C@@H](CCc2ccccc2)C(C(C)=O)=C1C
    0	-6	-3	-8	0.4	0.3	-5	0.0

(listing goes on)
Order of values: Casp6 inh	GSIS activator	RAD54 inh	RAD52 inh	CFTR F508del cor	E-sel inducer	DENV2 CPE	Xi reactivation
- CNC(=O)C[C@H]1CC[C@@H]2[C@@H](COc3ccc(NC(=O)c4cscn4)cc3C(=O)N2C)O1
    .	6	-5	.	1.3	0.0	7	-0.2
- Fc1cccc(CN2CCN(c3nc4nonc4nc3NC3CC3)CC2)c1
    2	-11	.	-94	1.0	.	-3	-0.2
- O=C(C(=O)N1CCN(c2ccccc2)CC1)c1c[nH]c2ccccc12
    6	3	.	-29	-1.8	0.0	3	-0.1
- CC1(C(=O)NCc2ccc(Cl)c(Cl)c2)Oc2cccnc2NC1=O (configuration not stated)
    0	11	-13	-7	-1.0	0.4	.	0.3
- COc1cc(CN2CC3(CCN(C(=O)Nc4c(C)noc4C)CC3)c3c(n(C)c4cc(OC)ccc34)[C@H]2CO)cc(OC)c1
    -3	-10	.	-109	2.8	1.2	-9	0.0
- COc1cc(NC2CCCCC2O)c2nc(-c3ccc(Cl)cc3)ccc2c1 (configuration not stated)
    2	-2	-5	-11	0.0	-0.1	-2	0.1
- COc1ccc(OC)c(N(CC(=O)N2CCCC2)S(=O)(=O)c2ccc(C)cc2)c1
    0	7	-3	-22	-1.4	0.3	-4	0.0
- CCCc1cc(C(=O)NCc2ccccc2)no1
    -2	.	4	-10	-1.4	-0.3	2	0.5
- O=C(C[C@H]1C[C@@H]2c3cc(NS(=O)(=O)c4ccc(F)cc4)ccc3O[C@@H]2[C@@H](CO)O1)NCc1ccc(Oc2ccccc2)cc1
    0	-38	-2	20	2.1	-0.6	3	-0.1
- CC(C)NC(=O)N(C)C[C@@H]1OCCCC[C@@H](C)Oc2ccc(NC(=O)NC3CCCCC3)cc2C(=O)N([C@@H](C)CO)C[C@@H]1C
    0	-20	-5	8	1.7	-0.1	-1	0.0
- COC(=O)CC1c2ccccc2S(=O)(=O)N1Cc1ccccc1 (configuration not stated)
    .	13	-5	.	2.5	-0.2	.	0.0
- CCc1nn(C(C)C(=O)NCCN2CCCCCC2)c(=O)c2cc3occc3n12 (configuration not stated)
    -13	4	-2	-8	-1.1	.	-3	0.0
- CS(=O)(=O)N(CC(=O)N/N=C/c1ccco1)c1ccccc1Br
    11	5	.	-5	.	.	16	-0.1
- COC(=O)c1ccc(CSC2=NC[C@@H]3[C@@H]4C(=O)N(C)C(=O)[C@@H]4[C@](Cc4ccccc4)(C(=O)OC)N23)cc1
    1	-17	7	-8	3.1	0.5	-4	0.1

Source: PubChem BioAssay (Broad Institute)
